Assay outcomes as filed in PubChem BioAssay.
hgDAF-12 ag: activates the H. glycines DAF-12 receptor ligand-binding domain. HEK293 GAL4-hgDAF12 UAS-luciferase reporter, agonist luminescence; normalized to butyrate control. activation, % at 6.8 µM. hit rate 1.8% among 370,000. AID 687014;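 active = activation above a cutoff set at the mean of all screened compounds plus 3 SD, cut at about 10% in these data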;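 also: 0% = DMSO wells and 100% = sodium butyrate wells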
SMARCA2 activ: increases SMARCA2 function in MMTV reporter cells; MG213 cells, MMTV-luciferase reporter, dexamethasone, overnight; activation, % at 9.1 µM; hit rate 1% among 370,000; in the data active = activation above about 7.8%;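 also: 0% = vehicle wells and 100% = reference activator wells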
GC-A act: GC-A (human) enzyme activation; P16066; HEK293 GC-A cells, cGMP TR-FRET, EC30 ANP; 0% at EC30 ANP, 100% saturating ANP; activation, % at 10 µM; hit rate 0.14% among 370,000; AID 1671463; in the data active = activation above about 40%
GAA850 FXN act: frataxin GAA850 promoter activation; hit rate 0.56% among 360,000; HEK293 lucGAA850 FXN promoter luciferase reporter, 24 h; percent of 10 µM SAHA response; AID 540364; activation, % at 6 µM;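 active = activation above the average of all compounds screened plus 3 SD, cutoff fixed separately per campaign, cut at about 7.5% in these data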;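 also: 0% = DMSO wells and 100% = 10 µM SAHA wells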
DAX1 inh-1: blocks DAX1 repression of SF-1 activated StAR promoter. AID 652010. inhibition, % at 6.8 µM. HEK293T StAR-luciferase reporter, SF-1/DAX-1 repression relief. hit rate 1.1% among 370,000;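 active = inhibition above the mean over all tested compounds plus 3 SD, cut at about 3.6% in these data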;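 also: 0% = DAX-1 cells with DMSO and 100% = cells lacking DAX-1 with DMSO; higher inhibition means more luminescence from relief of DAX-1 repression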
proKLK7 act: activators of human kallikrein-7 zymogen; P49862; purified proKLK7, EDANS-DABCYL substrate fluorescence; 100% is mature enzyme control, 0% vehicle; activation, % at 7 µM; hit rate 0.9% among 370,000; AID 652039;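 active = activation above the mean of all tested compounds plus 3 SD, computed per campaign excluding outliers beyond control limits, cut at about 13% in these data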
Target sequence (P49862 whole entry, looked up): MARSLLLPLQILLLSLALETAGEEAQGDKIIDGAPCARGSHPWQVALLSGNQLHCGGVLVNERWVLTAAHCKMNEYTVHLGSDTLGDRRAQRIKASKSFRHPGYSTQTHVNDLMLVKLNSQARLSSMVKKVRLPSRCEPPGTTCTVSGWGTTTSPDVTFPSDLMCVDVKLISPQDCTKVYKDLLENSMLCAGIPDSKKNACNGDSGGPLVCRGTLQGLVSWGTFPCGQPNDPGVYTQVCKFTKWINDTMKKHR
HGIII-sPLA2 inh: Blocks human group III sPLA2 activity; QFRET BODIPY PC-A2 liposome hydrolysis, fluorescence; inhibition, % at 12.2 µM; hit rate 0.56% among 370,000;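 active = inhibition above mean plus 3 SD of compounds lying within the high and low control bounds, cut at about 19% in these data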;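 also: 0% = median of test compound wells and 100% = no enzyme DMSO wells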
Target sequence (Q9NZ20 whole entry, looked up): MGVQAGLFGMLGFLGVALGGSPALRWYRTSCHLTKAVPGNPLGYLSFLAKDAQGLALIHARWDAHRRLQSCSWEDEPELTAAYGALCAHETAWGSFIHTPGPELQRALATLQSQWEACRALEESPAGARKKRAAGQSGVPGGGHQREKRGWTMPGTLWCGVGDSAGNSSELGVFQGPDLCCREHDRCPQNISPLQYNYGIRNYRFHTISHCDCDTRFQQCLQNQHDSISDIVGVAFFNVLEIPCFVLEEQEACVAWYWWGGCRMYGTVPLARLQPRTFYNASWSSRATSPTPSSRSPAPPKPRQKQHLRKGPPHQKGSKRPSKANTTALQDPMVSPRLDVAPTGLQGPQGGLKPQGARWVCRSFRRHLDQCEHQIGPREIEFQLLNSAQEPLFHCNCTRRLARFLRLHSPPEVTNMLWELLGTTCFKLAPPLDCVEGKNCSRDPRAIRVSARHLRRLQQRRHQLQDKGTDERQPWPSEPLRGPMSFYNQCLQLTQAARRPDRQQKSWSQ
hcDAF-12 act: H. contortus DAF-12 activation, primary screen; HEK293 hcDAF-12 lit1-tk-luc reporter, luminescence; 0% DMSO, 100% Δ7-dafachronic acid; activation, % at 6.8 µM; hit rate 1.4% among 370,000;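 active = activation above the mean of all tested compounds plus 3 SD, cut at about 5.5% in these data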;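 also: 100% = response to 3 µM Δ7-dafachronic acid high control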
ssDAF-12 act: S. stercoralis DAF-12 activation, primary screen. activation, % at 6.8 µM. hit rate 1% among 370,000. AID 652126. HEK293 ssDAF-12/GRIP1 lit1-tk-luc reporter, luminescence; % of 3 µM dafachronic acid response;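 active = activation above the mean over all tested compounds plus 3 SD, cut at about 0.9% in these data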;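 also: 0% = DMSO-only wells and 100% = 3 µM delta7-dafachronic acid wells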
DAX1 inh-2: inhibits human nuclear receptor DAX1 | P51843 | HEK293 Gal4-DAX1 luciferase reporter, luminescence | inhibition, % at 6.75 µM | AID 504766 | hit rate 0.99% among 340,000;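 active = inhibition above the mean over all tested compounds plus 3 SD, cut at about 4.2% in these data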;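 also: 0% = DAX1-transfected cells with DMSO and 100% = empty-vector control cells with DMSO; inhibition shows as a rise in luminescence from relieved DAX1 repression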
Target sequence (P51843 207-470 limits assumed): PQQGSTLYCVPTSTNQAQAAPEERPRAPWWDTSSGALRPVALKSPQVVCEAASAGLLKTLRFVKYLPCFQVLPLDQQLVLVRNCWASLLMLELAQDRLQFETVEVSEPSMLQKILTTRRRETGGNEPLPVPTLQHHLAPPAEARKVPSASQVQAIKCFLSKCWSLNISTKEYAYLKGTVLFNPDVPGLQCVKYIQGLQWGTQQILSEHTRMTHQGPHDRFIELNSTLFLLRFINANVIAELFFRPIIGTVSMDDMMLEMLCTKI
GC-B act: GC-B (human) receptor activation | P20594 | HEK293-GC-B cells, CNP EC30, cGMP TR-FRET; 0% at EC30 CNP, 100% saturating CNP | activation, % at 10 µM | hit rate 0.11% among 370,000 | AID 1920062;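 active = activation at 10 µM reaching about 35% in either raw or pattern-adjusted values, limit read from the data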
Numbers without * were called inactive; / = no result given.

SMILES	hgDAF-12 ag	SMARCA2 activ	GC-A act	GAA850 FXN act	DAX1 inh-1	proKLK7 act	HGIII-sPLA2 inh	hcDAF-12 act	ssDAF-12 act	DAX1 inh-2	GC-B act
CCSc1nnc(SCC(=O)c2c(N)n(C)c(=O)n(C)c2=O)s1	-1.6	1	8	0.9	0.8	0.3	6	-1.5	-1.9	-2.5	0
Cc1c(O)c(CN2CCCC2)cc2c3c(c(=O)oc12)CCC3	0.3	-3	3	-0.4	1.3	70*	0	-1.0	-0.5	-0.3	-2
CN(Cc1ccccc1)S(=O)(=O)c1ccc(OCC(=O)N2CCC(C(N)=O)CC2)cc1	0.0	-5	0	1.7	-0.2	-0.2	11	-0.8	-0.5	0.0	10
NC(=O)c1ccc(NC(=O)COC(=O)c2cc3c(s2)CCC3)cc1	0.2	-2	-1	1.4	0.6	-0.8	7	0.8	-0.9	0.8	-9
COc1ccccc1NC(=S)NCc1ccc(F)cc1	0.6	-2	5	1.2	-0.3	0.0	16	-2.3	-1.3	0.1	-3
COc1ccc(S(=O)(=O)N2CCOC23CCN(C(=O)c2ccc(Cl)cc2Cl)CC3)cc1	-1.0	-4	3	-2.1	-0.3	0.2	-10	-3.7	-1.5	0.4	0
Cc1cccc(N2CCN(C(=O)c3ccc4nc(-c5ccco5)c(-c5ccco5)nc4c3)CC2C)c1 (stereo not given)	-5.0	-5	-1	-3.1	-0.9	1.3	-1	-2.2	-1.8	-3.3	-5
COc1ccc([N+](=O)[O-])cc1NC(=O)C(C)OC(=O)C1c2ccccc2Oc2ccccc21 (stereo not given)	-2.1	1	-2	1.0	-0.3	0.6	-1	-1.1	-2.0	-1.3	2
C=CCn1c2ccccc2c2nnc(SCC(=O)Nc3cc(C)on3)nc21	-1.4	1	4	2.8	0.6	0.3	2	-1.1	-1.4	-0.2	-2
N#Cc1ccc(Oc2nc(Nc3ccc(F)cc3)nc(N3CCCC3)n2)cc1	-0.9	-3	-17	0.1	1.0	0.7	-3	-0.8	-2.0	-0.8	-11
Cc1csc(N(C)C(=O)CSc2nnc(COc3cccc4ccccc34)o2)n1	2.4	0	-4	-2.1	-0.2	0.4	-12	-1.3	-1.7	-1.8	-3
CCOC(=O)N/N=C\c1ccc([N+](=O)[O-])s1	-6.6	-1	-1	4.4	-2.1	0.4	4	-0.7	-1.1	-0.8	-1
Cc1cc(=O)n2nc(N3CCC(C(=O)NCc4ccco4)CC3)sc2n1	0.8	-1	2	0.0	-0.4	0.5	-2	-1.6	-0.9	-0.2	-3
CC(C)(C)NC(=O)C(c1ccc(-c2ccccc2)cc1)n1c(=O)c(-c2ccccc2)nc2ccccc21 (stereo not given)	-1.6	3	-8	/	-0.3	-21	-6	-2.1	-0.8	/	-3
CC(=O)n1c(-c2ccccc2)c(CO)c2ccccc21	-2.2	0	-3	4.2	0.5	1.2	3	-1.2	-1.1	0.5	-6
CCN(CC)CCNC(=O)c1[nH]c2ccc(OCc3ccccc3)cc2c1C	-1.4	3	9	1.7	0.1	1.5	-19	-0.4	-2.4	-0.4	-10
CC(C)OC(=O)CCC(=O)Nc1nc2ccccc2s1	3.2	-1	9	3.6	0.5	0.2	-5	1.3	-1.1	-0.4	0
CCOc1ccc(NS(=O)(=O)c2ccc(C(=O)NC3CCC(O)CC3)cc2)cc1 (stereo not given)	0.0	-1	5	-1.0	-1.1	-0.1	-4	-0.5	-1.1	-0.2	1
O=C(N/C(=C/c1ccco1)C(=O)N1CCOCC1)c1ccc([N+](=O)[O-])cc1	-0.1	-1	3	-0.1	-1.6	0.9	-1	0.5	-1.3	0.7	1
O=C(CSc1nnc(-c2ccc([N+](=O)[O-])cc2)o1)Nc1ccccn1	7.7	0	-5	2.3	2.1	-0.4	6	0.6	-0.5	4.0	-3
Cn1c(CNC(=O)c2ccc3c(c2)OCO3)nnc1SCC(=O)Nc1ccccc1Cl	1.9	-3	-6	1.0	-0.1	-0.8	10	-1.7	-0.4	3.1	0
COc1cccc(CNC(=S)Nc2cc(C)ccc2C)c1	-1.2	1	3	4.1	-0.1	-0.2	14	-0.2	-1.6	0.9	-6
CC(=O)Nc1cccc(C(=O)N2CCN(Cc3ccccc3)CC2)c1	-3.0	-2	1	1.1	0.1	0.5	4	-2.0	-1.8	0.1	1
CC(=O)c1ccc(S(=O)(=O)NCCC(=O)OC(C)C(=O)Nc2ccc(F)cc2)cc1 (stereo not given)	1.3	0	-3	1.1	1.4	-0.2	-3	-0.8	-1.2	-0.4	-1

Structures above that contain two or more sulfur atoms (two):
SMILES	hgDAF-12 ag	SMARCA2 activ	GC-A act	GAA850 FXN act	DAX1 inh-1	proKLK7 act	HGIII-sPLA2 inh	hcDAF-12 act	ssDAF-12 act	DAX1 inh-2	GC-B act
CCSc1nnc(SCC(=O)c2c(N)n(C)c(=O)n(C)c2=O)s1	-1.6	1	8	0.9	0.8	0.3	6	-1.5	-1.9	-2.5	0
Cc1csc(N(C)C(=O)CSc2nnc(COc3cccc4ccccc34)o2)n1	2.4	0	-4	-2.1	-0.2	0.4	-12	-1.3	-1.7	-1.8	-3

More results follow:
SMILES	hgDAF-12 ag	SMARCA2 activ	GC-A act	GAA850 FXN act	DAX1 inh-1	proKLK7 act	HGIII-sPLA2 inh	hcDAF-12 act	ssDAF-12 act	DAX1 inh-2	GC-B act
O=C(Cc1ccccc1)NC(NNc1ccccc1)(C(F)(F)F)C(F)(F)F	0.2	-1	3	1.6	-0.3	-0.2	-5	0.3	-0.9	2.1	-1
NC(=O)COC(=O)CC1CC2CCC1C2 (stereo not given)	-1.2	-1	3	2.1	-0.3	-0.1	-2	-0.6	-0.8	0.9	0
O=C(c1cccc([N+](=O)[O-])c1)N1CCN(c2n[nH]c(=O)[nH]c2=O)CC1	1.3	-3	-1	1.6	0.2	0.3	4	-0.4	-1.6	2.6	3
CC(C)(C)c1nnc(NS(=O)(=O)c2ccc([N+](=O)[O-])cc2)s1	-1.7	-1	4	0.3	-0.7	-0.2	-5	-0.1	-0.8	2.1	4
Cc1cccc(C(=O)Nc2ccc3c(c2)nc(C)n3C)c1	9.1	-1	6	1.9	3.2	0.4	7	3.5	0.5	0.8	2
O=C(NCc1ccco1)c1c(O)c2cccc3c2n(c1=O)CCC3	-1.4	-1	1	3.4	-0.3	-0.2	6	-0.5	-1.1	-1.9	-2
CCCCc1cc(O)c(CCCC)c(O)c1	2.0	2	-3	4.4	0.7	0.0	1	0.4	-1.1	2.3	0
O=C(CSc1ccc(-c2cccnc2)nn1)N1CCCC1	-0.9	-4	2	0.2	-0.2	0.2	8	0.2	-1.3	0.7	-4
CSc1ccc(CN2CCC(C)(Oc3cnc(Cl)c4ccccc34)C2)cc1 (stereo not given)	-1.6	-2	-3	1.2	-0.3	4.2	-3	-0.8	-1.0	/	1
CCc1cc[n+](C2=C([O-])c3ccccc3C(=O)/C2=N\S(=O)(=O)c2cccs2)cc1	-7.2	-10	-2	-1.4	-3.1	-0.4	6	1.3	-1.1	1.8	1
Cc1ccc(-n2c(SCC(=O)c3ccc(F)cc3)nnc2-c2cnccn2)cc1	-0.6	-4	4	/	0.2	0.7	-45	-3.2	-1.9	/	-9
C=CC[C@H](CC(=O)N(CCO)Cc1ccccc1)C(=O)NC[C@@H](OC(=O)[C@@H](CC=C)Cc1ccc(F)cc1)c1ccccc1	-1.1	-1	-8	-12	0.0	-0.1	-31	-1.9	-1.9	-0.6	-13
COCCNC(=O)C1(C)CCCN(Cc2noc(-c3ccccc3OC)n2)C1 (stereo not given)	-1.1	-2	3	1.2	-0.1	0.3	5	1.0	-1.5	/	-3
Cc1ccc(S(=O)(=O)N(CC(=O)Nc2ccc(C(N)=O)cc2)C(=O)N2CCN(C)CC2)cc1	1.4	-3	5	0.4	0.9	0.1	-2	0.1	-1.3	0.9	-4
Cc1ccccc1-c1nc2ccccc2c(=O)n1/N=C/c1ccc([N+](=O)[O-])cc1	1.4	-4	-5	1.9	-0.1	-0.8	-1	0.0	-0.8	-0.3	-3
C/C(CC(=O)Nc1ccc(Cl)cc1)=N\NC(=O)C(=O)N1CCCCC1	8.1	4	-1	4.1	-0.4	0.1	-12	-0.4	-1.2	-0.3	-4
CCCNC(=O)c1csc(Nc2cccc3ccccc23)n1	0.7	-4	4	1.9	-0.1	0.4	7	1.4	-1.4	-1.8	4
Cc1ccc2cc3c(N)c(C(=O)Nc4c(C)[nH]c(=O)[nH]c4=O)sc3nc2c1	-3.5	-5	4	0.8	-0.7	0.4	14	1.5	-1.7	-0.7	-1
COc1ccccc1NC(=O)c1nnn(CC(=O)Nc2ccccc2)c1N	1.1	1	1	2.2	-0.9	0.3	-15	-0.2	-1.2	-1.0	6
CC12CCC(=O)N1C(C(=O)N1CCN(S(=O)(=O)c3ccc(F)c(F)c3)CC1)CS2 (stereo not given)	1.8	0	5	2.9	1.4	0.0	7	0.7	-0.8	1.7	1
COc1ccc(N=Cc2c(O)cc(C)oc2=O)cc1	0.0	-3	3	0.0	-0.3	-3.2	0	-0.9	-0.8	0.6	-3
Cc1cc(NC(=O)CN(C)CCOc2ccccc2)ccc1Br	2.9	8.4*	-11	-0.6	-0.6	-0.6	-5	1.3	-1.7	-0.9	-3
CCOc1ccc(S(=O)(=O)N2CCCCC2)cc1NC(=O)CC1OC(=O)c2ccccc21 (stereo not given)	-1.1	-2	1	1.1	-0.9	-0.3	-5	-2.2	-1.0	-2.5	-10
COc1cccc(C(Nc2ccccc2)c2ccc3ccc(C)nc3c2O)c1 (stereo not given)	-2.3	-2	0	/	-2.0	0.0	22*	-0.4	0.0	/	0
CCN(CC)c1ccc(NC(=O)/C=C/c2cc(Br)ccc2OC)cc1	-1.0	0	-1	4.9	-1.0	-0.1	-7	-2.4	-1.9	-1.6	-2
C#CCOC(=O)CCCC(=O)Nc1ccccc1OC	2.2	0	2	-0.2	-0.1	-0.4	4	-0.6	-0.7	-0.9	4
CCOc1ccc(C(C(=O)NC2CCCCC2)N(C(=O)c2ccco2)c2ccc(-n3cnnn3)c(C)c2)cc1 (stereo not given)	-1.8	-1	8	-4.4	-0.7	-0.1	-6	-2.2	-1.6	0.6	-5
Cc1ccc(C(=O)CC(C(=O)O)P(=O)(c2ccccc2)c2ccccc2)cc1 (stereo not given)	-1.3	-3	3	0.1	0.4	0.9	-2	-1.8	-1.6	-0.4	-1
O=C(Nc1ccc2c(c1)OCO2)N1CCN(c2ncccn2)CC1	3.9	7	2	0.9	0.4	0.6	2	1.5	0.6	-0.4	0
Cc1ccc(-c2nc3ncccc3o2)cc1NC(=S)NC(=O)c1ccco1	-1.8	0	-4	1.9	-0.3	0.1	4	-0.1	-1.6	-1.6	0
Cc1cc(C(=O)Nc2ccccc2N2CCOCC2)c(C)o1	2.8	-3	-2	0.6	-0.1	-0.3	-10	-1.6	-1.1	-1.6	-10
Cc1ccc(NC(=O)CCOc2ccccc2C)cc1C	2.9	-2	-1	2.1	0.2	0.0	-3	-1.3	-0.8	0.4	1
Cc1cccc(C)c1NC(=O)CN(C)CCc1ccccc1	-0.3	-2	2	/	1.1	0.1	-1	1.1	-0.8	/	3
N#CC1=C(N)N(c2ncn[nH]2)C2=C(C(=O)CCC2)C1c1ccccc1 (stereo not given)	1.1	-1	-3	0.1	0.3	-0.7	-9	-0.9	-1.2	3.0	1
